Compound activity deposited in PubChem by several laboratories.
SR-BI DiI inh = inhibitors of SR-BI mediated HDL lipid uptake, primary screen, ldlA[mSR-BI] cells, fluorescence, single point. ldlA[mSR-BI] CHO cells, DiI-HDL uptake fluorescence, 3 h. inhibition, % at 12.5 µM. AID 488896, 2010. actives 0.96% (n = 320,000);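 active means mean replicate inhibition of at least 70% and a set share of replicates each scoring 70 or more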;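 further: 0% = median of neutral control wells and 100% = median of positive control wells; values of inactives mirror those of a sister screen read the other way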
SR-BI DiI-HDL act = activators of SR-BI mediated DiI-HDL uptake, primary screen, ldlA[mSR-BI] CHO cells, DiI fluorescence; 3 h; 100 = double the neutral-control signal; activation, % at 12.5 µM; actives 0.096% (n = 320,000);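 active means mean replicate activation of at least 60% and every replicate at or above 60%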;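 further: 0% = median plate neutral-control signal and 100% = twice that signal; values of inactives mirror those of a sister screen read the other way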
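System: CHO ldlA[mSR-BI] cells / Medium: HEPES-buffered (25 mM, pH 7.4) F12 plus 0.5% BSA / Probe or stimulus: labelled HDL, 10 µg/mL / Doses: single compound concentration, delivered by pin transfer / Schedule: 3 h, 37 °C / Measured by: DiI fluorescence, bottom read / Measure: cell-associated DiI fluorescence as measure of HDL uptake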
CDK5 p35 inh = inhibitors of human CDK5/p35 kinase, primary screen, biochemical, single concentration; Cyclin-dependent kinase 5 (Homo sapiens) + Cyclin-dependent kinase 5 activator 1 (Homo …; Recombinant CDK5/p35, ADP-Glo luminescence, 60 min; inhibition, % at 10 µM; actives 0.01% (n = 330,000); AID 488839, 2010;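 active means highest replicate inhibition of at least 50% and at least 75% of replicates reaching 50%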;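 further: plate controls were DMSO neutral control for no effect and GW8510 at 10 µM for full effect; many of its hits are not listed in these tables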
Target sequence (Q00535 whole entry, looked up): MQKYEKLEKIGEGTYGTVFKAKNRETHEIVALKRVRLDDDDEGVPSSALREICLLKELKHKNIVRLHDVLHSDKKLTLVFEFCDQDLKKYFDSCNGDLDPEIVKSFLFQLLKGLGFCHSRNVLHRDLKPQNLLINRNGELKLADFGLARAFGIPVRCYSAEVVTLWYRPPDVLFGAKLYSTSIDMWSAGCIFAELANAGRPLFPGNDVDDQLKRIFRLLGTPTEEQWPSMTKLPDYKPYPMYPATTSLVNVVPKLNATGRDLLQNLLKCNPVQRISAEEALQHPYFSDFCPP
Target sequence (Q15078 whole entry, looked up): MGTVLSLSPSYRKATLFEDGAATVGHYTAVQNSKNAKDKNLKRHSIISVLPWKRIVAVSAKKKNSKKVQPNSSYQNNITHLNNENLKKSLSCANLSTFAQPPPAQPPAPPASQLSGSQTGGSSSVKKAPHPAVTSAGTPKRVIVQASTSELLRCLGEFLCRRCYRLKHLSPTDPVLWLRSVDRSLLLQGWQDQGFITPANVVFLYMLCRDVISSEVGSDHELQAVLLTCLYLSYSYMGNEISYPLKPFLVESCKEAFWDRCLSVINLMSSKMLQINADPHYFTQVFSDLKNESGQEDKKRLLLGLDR
HTR5A ag = HTR5A agonists in luminescence cell assay, primary screen, counter-screen for OPRM1-OPRD1 heterodimer agonist project, full-deck HTS. activation, % at 9.3 µM. AID 504692, 2011. cell-based. 5-hydroxytryptamine receptor 5A (Homo sapiens), P47898. actives 0.61% (n = 340,000); in the data active means activation mostly above about 9.5%, no sharp cut-off; inactive means mostly below about 7.6%;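 further: 0% = cells with vehicle only and 100% = reference agonist; strong numbers were not always called active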
PvdQ acylase = P. aeruginosa PvdQ acylase inhibitors, primary screen, biochemical, fluorescence, plate reader and imaging, single point. purified PvdQ acylase. inhibition, % at 10 µM. actives 0.063% (n = 340,000); in the data active means inhibition above about 30%, passing the limit was not always enough;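 further: 0% = vehicle neutral wells and 100% = reference inhibitor wells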
cardiac RTF act = cardiac RTF calcium sensitivity activators, primary screen, biochemical, IANBD-TnC fluorescence, EC20 calcium | actives 0.24% (n = 340,000) | AID 493008, 2010 | IANBD-labeled TnC RTF fluorescence at EC20 calcium; 0% EC20 calcium, 100% full calcium | Troponin I, cardiac muscle (Homo sapiens) + Troponin T, cardiac muscle (Homo sapiens) + … | activation, % at 7.2 µM;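 active means activation above the mean over all tested compounds plus 3 SD, cut at about 30% in these data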;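 further: rise in fluorescence read as greater calcium sensitivity of cardiac thin filaments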
dFosB activator = activators of delta FosB homodimer, primary screen, biochemical, fluorescence polarization, TAMRA-CDK5 oligo, single point. activation, % at 25 µM. Protein FosB (Mus musculus), P13346. actives 0.99% (n = 340,000). purified delta FosB; percent of positive-control signal above neutral wells. AID 493131, 2011;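 active means mean activation above about 17%, with every replicate also reaching it, limit read from the data, passing the limit was not always enough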;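 further: fluorescence polarization rise as delta FosB binds a TAMRA Cdk5 AP-1 oligo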
Wnt act = Wnt/beta-catenin pathway activators, primary screen, cell-based, plate reader, single point | Wnt/beta-catenin reporter cell assay, activator | AID 743398, 2014 | activation, % at 9.35 µM | actives 1.2% (n = 300,000); in the data active means activation above about 30%, passing the limit was not always enough;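 further: 0% = neutral control wells and 100% = positive control wells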
MITF act = activators of MITF-driven TRPM1 promoter reporter, primary screen, cell-based, SK-MEL-5, luciferase, single point; AID 588334, 2011; activation, % at 12.5 µM; actives 0.75% (n = 300,000); SK-MEL-5 TRPM1-promoter luciferase, 24 h; % of positive control, neutral wells = 0;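 active means mean activation of at least 80% with every replicate also reaching 80%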;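 further: 0% = neutral control wells and 100% = parthenolide positive control wells; values of inactives mirror those of a sister screen read the other way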
Rtt109 Vps75 = inhibitors of C. albicans Rtt109/Vps75 HAT, primary screen, biochemical, ThioGlo CoA-SH fluorescence, plate reader; Histone acetyltransferase RTT109 (Candida albicans (strain SC5314 / ATCC MYA-2876)), …; purified Rtt109/Vps75, 4 h; inhibition, % at 34.9 µM; actives 0.16% (n = 330,000);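 active means inhibition of at least 50% in every replicate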
Target sequence (Q5AAJ8 whole entry, looked up): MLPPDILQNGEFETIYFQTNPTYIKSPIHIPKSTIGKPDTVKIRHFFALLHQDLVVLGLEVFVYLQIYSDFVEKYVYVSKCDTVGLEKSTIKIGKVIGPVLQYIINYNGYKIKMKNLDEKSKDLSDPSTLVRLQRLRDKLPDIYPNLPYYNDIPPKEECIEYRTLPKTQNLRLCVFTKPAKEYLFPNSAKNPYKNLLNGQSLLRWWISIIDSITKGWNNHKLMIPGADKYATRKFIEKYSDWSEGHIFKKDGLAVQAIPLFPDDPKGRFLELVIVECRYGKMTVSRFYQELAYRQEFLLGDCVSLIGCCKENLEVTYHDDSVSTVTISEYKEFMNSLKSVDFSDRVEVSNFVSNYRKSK
Active calls of the source: *; x = not tested or not shown; & = joins results of further samples.

SMILES	SR-BI DiI inh	SR-BI DiI-HDL act	CDK5 p35 inh	HTR5A ag	PvdQ acylase	cardiac RTF act	dFosB activator	Wnt act	MITF act	Rtt109 Vps75
CCCNC(=O)Nc1ccc2c(c1)nc(C)n2C	8	-8	0.6	-1	0	3	7	10	34	6
O=C(Nc1c2c(nc3ccccc13)CCCC2)c1cccc([N+](=O)[O-])c1	-6	6	-1.8	0	-8	-4	5	-2	-1	3
Cc1cccc(NC(=O)c2c([N+](=O)[O-])c(C(C)(C)C)nn2C)c1	8	-8	10	9	-19	4	-2	-2	-1	-6
CCOc1ccc(CCN2C(=S)N([C@@H](CC(C)C)CN3CCCC3CN3C(=S)NC[C@@H]3Cc3ccc(O)cc3)C[C@@H]2CC(C)C)cc1 (some centres not stated)	-18	18	0.2	-6	-15	0	26*	-13	-19	-2
C/C(=N\Nc1cc(N2CCCCC2)nc(C)n1)c1ccc(Br)cc1	-7	7	2.8	1	3	1	-7	-7	x	4
Cc1cccc(C)c1N1C(=O)CN(Cc2ccccc2)C1=S	-4	4	1.3	5	8	-2	0	-2	2	-11
COc1ccc(Nc2nc(C)nc3sc4c(c23)CCC4)cc1O	28	-28	0.5	x	-15	x	-4	-12	-18	3
CCOC(=O)CNC(=O)c1ccc(Cl)s1	-18	18	1.9	0	-16	1	-5	0	-9	-9
CC(=O)c1c(N2CCOCC2)nc(=S)n(-c2cc(C)ccc2C)c1C	2	-2	0.6	-6	4	3	-9	-2	4	-5
Cc1cccc(N2CCN(C(=O)COc3cc(=O)n(C)c4ccccc34)CC2)c1C	25	-25	-0.6	1	-10	-1	-6	-1	x	11
COc1cccc(CN(C)C(=O)c2cccc(NC(=O)CC3SC(N4CCCCC4)=NC3=O)c2)c1OC (configuration not stated)	55	-55	1.0	3	-19	2	-6	0	-11	7
COc1ccccc1NC(=O)CNS(=O)(=O)c1ccccc1	6	-6	-1.8	5	-12	0	-2	x	-3	-10
CN(C(=O)CCN1C(=O)/C(=C/c2ccccc2)SC1=S)C1CCS(=O)(=O)C1 (configuration not stated)	-3	3	x	2	-16	-4	0	2	-21	-5
CC(C)N=C1SC(CC(=O)Nc2ccccc2)C(=O)N1C(C)C (configuration not stated)	25	-25	-1.2	-3	5	-1	-1	-7	9	-9
Cc1ccccc1SCC(=O)OCC(=O)NCCNC(=O)COC(=O)CSc1ccccc1C	-15	15	1.4	-3	-10	-2	-17	-1	2	1
O=C(Cn1c(=O)n(CC(=O)NCc2ccccc2)c2ccccc21)NCc1ccccc1	-10	10	0.6	x	0	-7	24*	x	-4	2
O=C(O)CCCCCNS(=O)(=O)c1ccc2c(c1)OCCO2	-8	8	-1.4	5	-13	4	-2	0	6	-18
Cc1nnnn1CC(=O)Nc1cccc([N+](=O)[O-])c1	-12	12	-0.7	-1	-13	-1	3	-1	8	1
CC(C)CCn1c(=O)c2ccccc2n2c(=S)[nH]nc12	-20	20	2.4	3	-18	-9	-11	0	9	2
COCCSc1nnc(NC(=O)C2CCCCC2)s1	-13	13	-1.2	-1	10	-2	-1	x	35	3
Cc1nn(C)c(C)c1NC(=O)CSc1nc(Cc2ccccc2)nc2c1cnn2-c1ccccc1	7	-7	0.7	1	-10	-2	3	x	8	-4
CCN(CC(=O)Nc1c(F)cccc1F)C(=O)/C=C/c1ccc(OCC#N)c(OC)c1	8	-8	-0.6	0	1	-2	2	2	-2	-10
O=C(COC(=O)c1cc(=O)[nH]c2ccccc12)Nc1ccc(F)cc1F	15	-15	1.4	2	-7	5	9	-2	-4	-1
Cn1c(=O)c2c(nc(SCC(=O)NCc3ccc4c(c3)OCO4)n2Cc2ccc(F)cc2)n(C)c1=O	7	-7	-2.0	5	-2	-9	-10	-5	-7	8
Cc1cccc(C(=O)c2cn[nH]c2-c2ccccc2O)c1	-41	41	0.2	0	-12	0	2	0	2	-1
CC1(C)CC(=O)C2=C(C1)NC(Nc1nc3ccccc3o1)=NC21CCCC1	32	-32	1.5	1	-12	1	-2	x	23	-13
COc1cccc(COc2ccc3ccc(=O)oc3c2)c1	30	-30	-0.5	1	-14	-4	-14	25	61	2
COC(=O)c1cc(Br)c(=O)n(Cc2ccncc2)c1	-18	18	-0.3	4	1	-3	-3	-1	-1	8
CCOC(=O)c1sc(=S)n(-c2ccccc2)c1NC(C)=O	-6	6	0.9	-4	-6	0	-1	0	x	-4
Cc1ccc(S(=O)(=O)Cn2cnnn2)cc1	-13	13	-0.6	-4	3	3	0	x	-4	-4
COc1ccc(N2CCN(C(c3cc4ccc(C)cc4[nH]c3=O)c3nnnn3C3CCCC3)CC2)cc1 (configuration not stated)	38	-38	0.3	-3	-13	-5	-3	x	1	0
CC(C)N(Cc1nc(-c2ccc(Cl)cc2)no1)C(=O)CCCN1C(=O)c2ccccc2C1=O	-1	1	0.1	-2	4	1	-11	-2	2	3
Cc1ccc(NC(=S)NC(C)(C)C)c([N+](=O)[O-])c1	5	-5	-0.2	-3	-9	7	-6	4	20	3
Cc1cccc(NC(=O)CSCC(=O)Nc2ccc(S(=O)(=O)N3CCCC3)cc2)c1	-16	16	0.5	0	-1	-3	-6	-1	2	1
Cc1coc(C)c1C(=O)CC1(O)C(=O)N(CCc2ccccc2)c2ccccc21 (configuration not stated)	9	-9	5.8	-2	1	3	4	x	2	-1
CCN(CC)C(=O)c1sc(N)c(C(=O)OC(C)C)c1C	0	0	1.1	-2	-2	-6	-6	-3	0	6
CCOc1ccc(CN2CCCC(CO)(Cc3ccccc3F)C2)cc1 (configuration not stated)	-6	6	-0.4	0	2	-3	6	-2	0	48
CCOC(=O)c1c(C)n(C)c2ccc(OCC(O)CNCCc3ccccc3)cc12 (configuration not stated)	57	-57	1.3	-1	-15	3	-6	2	16	3
CCOc1ccccc1C(=O)OCC(=O)Nc1cc(S(=O)(=O)N2CCOCC2)ccc1C	22	-22	-1.3	0	-13	-3	-6	-1	0	10
O=C(O)C(c1ccccc1)N1C(=O)c2ccccc2C1=O (configuration not stated)	8	-8	-0.7	0	5	0	-1	-3	x	15
COc1ccc(C(=O)N2CCN(S(=O)(=O)c3ccc(C)cc3C)CC2)cc1OC	15	-15	0.5	2	-5	-10	2	0	3	-2
CC(C)c1ccc(/C=C(/C#N)c2nnc(NC(=O)c3ccccc3)s2)cc1	-18	18	x	1	-9	-7	-3	x	14	-3
CC1CCCCN1Cc1ccc(N(C)C)cc1 (configuration not stated)	-19	19	-1.9	14	7	7	-6	-2	16	-10
C/C(CC(=O)N1CCCC1)=N\NC(=O)c1cc2ccccc2cc1O	x	x	0.4	-1	5	0	-13	2	-6	7
Cn1c(NCCCN2CCOCC2)nc2c1c(=O)n(Cc1ccc(Cl)cc1)c(=O)n2C	18	-18	0.1	-5	-14	0	0	x	4	14
COc1ccc(S(=O)(=O)N(C)CC(=O)Nc2cccc(C(C)=O)c2)cc1	-6	6	-0.4	1	-6	1	-1	-1	-6	6
CCOC(=O)[C@@H]1[C@H]2COc3ccccc3[C@@H]2N2C(=O)N(c3cccc(F)c3)C(=O)[C@@]12C	-1	1	0.1	4	-2	7	-2	0	-9	-6
O=C(CNS(=O)(=O)c1ccc(Br)s1)NCc1ccc(F)cc1	x	x	1.3	4	-15	-5	2	-2	x	-4
CC1CCN(CCCNC(=O)CCCNC(=O)Cn2cnc3sc4c(c3c2=O)CCCC4)CC1	-6	6	5.5	5	7	-7	-10	x	-7	10
CCN(CC)c1ccc(N)cc1	34	-34	2.4	2	-2	-2	-5	x	-85	-12
Cc1oc2cc(O)cc(O)c2c(=O)c1-c1ccc2c(c1)OCCCO2	6	11	-1.3	2	-4	-2	-30	-3&11	23	0
NS(=O)(=O)c1cc(C(=O)N2CCc3ccccc32)c(Cl)cc1Cl	33	-33	0.7	-2	-10	0	-3	x	x	6
CC(=O)c1ccc(NC(=O)C2=CC(c3ccco3)=NS(=O)(=O)N2C)cc1	-10	10	-0.6	10	-10	-2	-5	-2	8	8
CC(NC(=O)CCc1nnc(-c2ccccc2)o1)c1ccccc1 (configuration not stated)	x	x	-0.5	-1	-7	0	0	18	29	6
COc1ccc(N(CC(=O)N2CCN(Cc3ccccc3)CC2)S(=O)(=O)c2ccccc2)cc1	13	-13	1.4	4	-2	-1	-2	0	-1	0
Cc1ccnc(SCc2nc3ccccc3s2)n1	-6	6	-0.4	8	-3	1	2	x	39	1
CCOc1ccc(NC(=O)CNC(=O)c2nn(-c3ccc(OC)cc3)c(=O)c3ccccc23)cc1	x	x	-0.2	1	5	-4	-1	-3	-5	-1
Cc1ccc(OCCC(=O)Nc2ccc(F)c(Cl)c2)cc1	-4	4	1.7	5	-7	3	6	-1	6	-2
O=C(c1ccc([N+](=O)[O-])cc1)N(C1=NCCCCS1)c1ccccc1	3	-3	-1.7	6	-3	9	-5	-9	x	-8
CCOC(=O)Cc1csc(N/C(=N/S(=O)(=O)c2cc(Br)ccc2OCC)c2ccccc2)n1	-13	13	-2.1	3	-8	-4	-4	-2	8	-5
Later entries.
SMILES	SR-BI DiI inh	SR-BI DiI-HDL act	CDK5 p35 inh	HTR5A ag	PvdQ acylase	cardiac RTF act	dFosB activator	Wnt act	MITF act	Rtt109 Vps75
O=C(CCc1nnc(CCc2c[nH]c3ccccc23)o1)NC1CCC1	x	x	0.4	4	-19	4	-5	29	45	0
N#Cc1cccc(NC(=O)Cn2cnc(S(=O)(=O)N3CCOCC3)c2)c1	-8	8	0.5	-1	-7	4	-5	x	0	12
CCCCn1c(Nc2ccccc2)nc2ccccc21	8	-8	-1.3	-1	2	-4	-8	-1	-10	-1
Cc1cc(O)ccc1N=Cc1c(C(F)(F)F)[nH][nH]c1=O	-7	7	7.6	-4	-7	1	-34	x	-10	9
O=C(Cc1cccc(NC(=O)C2CCN(C(=O)C3CC3)CC2)c1)Nc1cccc(C(=O)N2CCOCC2)c1	-3	3	-1.0	1	-11	0	-3	-2	12	-7

An excerpt of these results, in CSV form:
SMILES,SR-BI DiI inh,SR-BI DiI-HDL act,CDK5 p35 inh,HTR5A ag,PvdQ acylase,cardiac RTF act,dFosB activator,Wnt act,MITF act,Rtt109 Vps75
Cc1cc(O)ccc1N=Cc1c(C(F)(F)F)[nH][nH]c1=O,-7,7,7.6,-4,-7,1,-34,x,-10,9
O=C(Cc1cccc(NC(=O)C2CCN(C(=O)C3CC3)CC2)c1)Nc1cccc(C(=O)N2CCOCC2)c1,-3,3,-1.0,1,-11,0,-3,-2,12,-7

Rows are unselected, and some 4.4% of all compounds hit somewhere here.
